Screens (PubChem BioAssay)
CHRM4 agonist: agonists of human muscarinic M4 receptor (CHRM4); P08173; CHO-K1 hM4/Gqi5, Fluo-8 calcium fluorescence; vehicle 0%, full acetylcholine response 100%; activation, % at 3 µM; 0.14% of 360,000 active; AID 624127;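 active = activation above the run mean over all test wells plus 3 SD, cut at about 32% in these data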;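 also: peak over basal fluorescence ratio per well then scaled between controls; 0% = DMSO wells and 100% = acetylcholine at EC100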
CHRM4 PAM: potentiates acetylcholine response at human M4 receptor; P08173; CHO-K1 hM4/Gqi5, Fluo-8 calcium fluorescence, ACh EC20; 0% = ACh EC20, 100% = maximal ACh; activation, % at 3 µM; 0.4% of 360,000 active; AID 624126;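 active = activation above its plate's cutoff, the mean activation of sample wells plus 3 SD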; also: some results filed as inactive read as strong as hits
IDE inh: cellular human IDE inhibition | P14735 | HEK cells, FAbetaB cleavage, fluorescence polarization | inhibition, % at 5.59 µM | 0.41% of 320,000 active | AID 434962;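 active = percent inhibition above the average of all tested compounds plus 3 SD, set per screening campaign, cut at about 16% in these data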;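 also: IDE supplied by intact live HEK cells; FP after avidin binding of uncleaved biotin substrate so inhibition keeps polarization high; 0% = DMSO wells and 100% = 60 µM reference IDE inhibitor Ii1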
Target sequence (P14735 whole entry, looked up): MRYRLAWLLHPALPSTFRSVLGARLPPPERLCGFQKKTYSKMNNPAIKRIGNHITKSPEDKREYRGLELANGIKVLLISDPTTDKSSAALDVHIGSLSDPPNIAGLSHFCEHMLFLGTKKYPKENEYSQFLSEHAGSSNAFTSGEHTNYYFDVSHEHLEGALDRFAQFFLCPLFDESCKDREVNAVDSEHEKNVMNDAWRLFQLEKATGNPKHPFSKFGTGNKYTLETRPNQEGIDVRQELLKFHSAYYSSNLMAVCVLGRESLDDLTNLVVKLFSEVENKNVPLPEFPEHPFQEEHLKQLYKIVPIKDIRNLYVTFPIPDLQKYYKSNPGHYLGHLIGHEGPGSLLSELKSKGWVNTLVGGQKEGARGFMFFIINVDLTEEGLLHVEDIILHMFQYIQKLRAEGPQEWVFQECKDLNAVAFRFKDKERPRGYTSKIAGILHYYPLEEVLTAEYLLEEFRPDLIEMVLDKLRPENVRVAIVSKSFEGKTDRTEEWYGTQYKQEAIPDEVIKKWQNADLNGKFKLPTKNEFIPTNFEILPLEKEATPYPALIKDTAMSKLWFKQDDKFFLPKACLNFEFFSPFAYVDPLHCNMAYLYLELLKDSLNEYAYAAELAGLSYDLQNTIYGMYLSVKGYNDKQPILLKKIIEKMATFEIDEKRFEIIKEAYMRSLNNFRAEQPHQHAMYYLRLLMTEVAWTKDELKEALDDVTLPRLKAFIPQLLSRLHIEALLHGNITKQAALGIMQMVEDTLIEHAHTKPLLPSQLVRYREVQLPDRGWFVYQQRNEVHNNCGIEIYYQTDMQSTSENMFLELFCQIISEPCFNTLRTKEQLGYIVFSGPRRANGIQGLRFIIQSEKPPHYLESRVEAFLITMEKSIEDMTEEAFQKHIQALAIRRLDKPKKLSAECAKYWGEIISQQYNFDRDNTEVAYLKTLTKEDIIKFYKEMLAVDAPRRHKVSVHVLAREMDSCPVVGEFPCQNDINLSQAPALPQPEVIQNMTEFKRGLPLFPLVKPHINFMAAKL
CRFR2-BP ag: CRF-BP/CRF-R2 complex agonism; 0.46% of 350,000 active; activation, % at 13.2 µM; AID 588473; HEK293 CRF-R2/CRF-BP, calcium dye fluorescence (FLIPR); percent of saturating CRF peptide response;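 active = activation of at least 50%, plus an integration ratio under a set limit after plate pattern correction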;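 also: plate controls were neutral control wells without compound for no effect and CRF at EC100 for full effect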
CHRM4 antagonist: blocks acetylcholine activation of human M4 receptor; CHO-hM4 cells, ACh EC80, Fluo-8 calcium fluorescence; inhibition, % at 3 µM; AID 624125; 0.73% of 360,000 active;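 active = inhibition above its plate's cutoff, the mean inhibition of sample wells plus 3 SD, cut at about 27% in these data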;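 also: 0% = acetylcholine EC80 with DMSO and 100% = DMSO without agonist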
M5 antag: CHRM5 antagonism in calcium assay; P08912; CHO-hM5 cells, Fluo-8 calcium fluorescence, ACh EC80; inhibition, % at 3 µM; 0.59% of 360,000 active; AID 624040;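 active = inhibition above a per-plate cutoff, the mean of that plate's test compounds plus 3 SD, cut at about 27% in these data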;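 also: 0% = acetylcholine EC80 with DMSO and 100% = DMSO without agonist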
M5 PAM: potentiates acetylcholine response at human M5 receptor | P08912 | CHO-K1 hM5, Fluo-8 calcium, ACh EC20 PAM; 0% = ACh EC20, 100% = ACh EC100 | activation, % at 3 µM | 0.3% of 360,000 active;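 active = activation above the run cutoff, the mean activation of all test compounds plus 3 SD, cut at about 18% in these data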
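system = human M5 receptor in CHO-K1 cells | compound = one concentration, 3 µM final (nominal) | schedule = Post-acetylcholine fluorescence recording 140 s | signal = Fluo-8 calcium dye fluorescence, kinetic read | benchmarks = low control EC20 acetylcholine (0%), high control EC100 acetylcholine (100%) | repeats = singlicate, one well per test compound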
CRFR2-BP antag: blocks CRF-induced signaling of the CRF-BP/CRF-R2 complex; HEK293 CRF-R2/CRF-BP, CRF-induced calcium fluorescence; inhibition, % at 11.8 µM; 0.59% of 350,000 active;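 active = inhibition of the ligand-induced calcium signal above about 50% at the single tested concentration, limit read from the data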
M5 ag: agonists of human muscarinic M5 receptor (CHRM5); CHO-K1 hM5 cells, Fluo-8 calcium fluorescence; 0% DMSO wells, 100% maximal acetylcholine response; activation, % at 3 µM; 0.19% of 360,000 active;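 active = activation above the run's mean over test compounds plus 3 SD, cut at about 23% in these data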;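 also: signal is peak over basal fluorescence ratio across the kinetic read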
* = called active by the depositor; nt = not tested or not shown.

| structure | CHRM4 agonist | CHRM4 PAM | IDE inh | CRFR2-BP ag | CHRM4 antagonist | M5 antag | M5 PAM | CRFR2-BP antag | M5 ag |
| --- | --- | --- | --- | --- | --- | --- | --- | --- | --- |
| CCC1CN(C(=O)N2CCC(C(=O)NCCc3ccccc3)CC2)c2ccccc2O1 (stereo unspecified) | 15 | -10 | 8 | -2.2 | 7 | 11 | -11 | -8 | 2 |
| CN1CCN(c2nc3c(c(=O)[nH]c(=O)n3C)n2CCSc2nc3ccccc3s2)CC1 | 1 | 1 | 8 | -1.4 | -16 | -2 | 0 | -16 | 0 |
| COc1ccccc1N1C(=O)CC(Nc2ccc(N3CCOCC3)cc2)C1=O (stereo unspecified) | 1 | -1 | 6 | -0.6 | 1 | -4 | -12 | 6 | -5 |
| O=C(Nc1nnc(-c2ccncc2)s1)C1CCCO1 (stereo unspecified) | 2 | 1 | -1 | -0.6 | 3 | -1 | -2 | -10 | 1 |
| CCn1cnc2cc(NS(=O)(=O)c3ccc(C)cc3)ccc21 | 2 | -10 | 3 | -1.8 | 7 | 5 | -3 | -3 | 3 |
| COc1cc(-c2nc(CN(C)C(C)c3ccncn3)c(C)o2)ccc1F (stereo unspecified) | 2 | 0 | -3 | 2.5 | -11 | -12 | 1 | 17 | 1 |
| Cc1ccc(-c2ccc(/C=N/c3ncn[nH]3)o2)cc1Cl | 1 | 8 | 6 | 0.2 | 0 | -1 | 5 | -4 | 1 |
| O=C(NCCOC12CC3CC(CC(C3)C1)C2)c1cccc(Br)c1 | 6 | 0 | -4 | 1.9 | 0 | -9 | 1 | -34 | -2 |
| Cc1sc2nc(CSc3ccccc3)nc(N3CCN(C)CC3)c2c1C | 6 | -4 | 7 | 4.3 | -10 | 8 | -8 | -99 | -5 |
| O=c1c(-c2ccc(Br)cc2)coc2c(CN3CCOCC3)c(O)ccc12 | 0 | -4 | 5 | -0.6 | 12 | 4 | -2 | -18 | -2 |
| CC(C)Oc1cccc(C(=O)NC(=S)Nc2cccc(C(F)(F)F)c2)c1 | -1 | -8 | -1 | 12 | -6 | 0 | -2 | -31 | -4 |
| Cc1cc(C)c(NC(=O)C(C)OC(=O)c2cc(Br)c(Br)s2)c(C)c1 (stereo unspecified) | 1 | 3 | -1 | -0.5 | 5 | 1 | 7 | -7 | 0 |
| CCc1cccc(OCC(=O)Nc2ccc(S(=O)(=O)N3CCCC3)cc2)c1 | 5 | -4 | 0 | 1.4 | 7 | 2 | -1 | -4 | -1 |
| O=C(NCCc1nnc2ccc(NCc3ccccc3Cl)nn12)c1ccccc1 | 1 | 1 | 2 | 1.0 | 11 | 2 | 2 | -6 | 1 |
| Cc1c(-n2cc(C(=O)c3ccccc3O)cc(C#N)c2=O)c(=O)n(-c2ccccc2)n1C | 5 | 5 | 7 | 139* | -8 | 0 | -6 | 23 | 1 |
| COc1cccc(C(c2nnnn2C2CCCC2)N2CCN(C/C=C/c3ccccc3)CC2)c1OC (stereo unspecified) | 3 | -15 | nt | nt | 31* | 71* | -22 | nt | -8 |
| CN(C)CC(C)(C)CNC(=O)C1CCN(CCCc2ccccc2)CC1 | 0 | -4 | 2 | 0.4 | 15 | 4 | 2 | -3 | -6 |
| COc1ccc(S(=O)(=O)Nc2ccccc2OC)cc1NC(=O)c1cc2ccccc2oc1=O | 2 | 4 | 4 | -0.7 | -4 | 5 | -5 | 8 | -2 |
| COC(=O)C1=C(N)Oc2cc(C)n(CC3CCCO3)c(=O)c2C1c1ccccc1OC (stereo unspecified) | 0 | 7 | 0 | 0.1 | 4 | 1 | -1 | 21 | -2 |
| C#CCn1cc(/C=N/NC(=O)c2cc3ccccc3o2)c2ccccc21 | 3 | -2 | 1 | -1.3 | -2 | 3 | -6 | -29 | -3 |
| O=C(O)CSCCC(=O)Nc1ccc(F)cc1 | 1 | 19 | 4 | 4.0 | -23 | -14 | 7 | 4 | -1 |
| Fc1ccc(-n2nnc(-c3ccnc4ccccc34)n2)cc1 | 0 | 0 | 0 | 1.1 | 1 | 5 | -9 | -2 | 2 |
| Cc1ccc2c(c1)N(CC(=O)N1CCCCC1c1cccnc1)C(=O)CO2 (stereo unspecified) | 21 | -10 | 8 | 1.8 | -10 | -5 | -7 | -3 | 2 |
| COc1cccc(C2NC(=O)NC(C)=C2C(=O)Nc2cc(OC)ccc2OC)c1 (stereo unspecified) | 0 | -2 | 0 | -0.6 | 7 | 5 | -7 | 1 | -4 |
| Cc1ccc(Cl)cc1N1CCN(C(=S)NCc2ccco2)CC1 | 1 | -18 | 0 | -0.6 | 10 | 4 | -3 | 21 | -4 |

Some of the entries so far, with each value named:
C#CCn1cc(/C=N/NC(=O)c2cc3ccccc3o2)c2ccccc21
  CHRM4 agonist = 3
  CHRM4 PAM = -2
  IDE inh = 1
  CRFR2-BP ag = -1.3
  CHRM4 antagonist = -2
  M5 antag = 3
  M5 PAM = -6
  CRFR2-BP antag = -29
  M5 ag = -3
O=C(O)CSCCC(=O)Nc1ccc(F)cc1
  CHRM4 agonist = 1
  CHRM4 PAM = 19
  IDE inh = 4
  CRFR2-BP ag = 4.0
  CHRM4 antagonist = -23
  M5 antag = -14
  M5 PAM = 7
  CRFR2-BP antag = 4
  M5 ag = -1

Following part:
| structure | CHRM4 agonist | CHRM4 PAM | IDE inh | CRFR2-BP ag | CHRM4 antagonist | M5 antag | M5 PAM | CRFR2-BP antag | M5 ag |
| --- | --- | --- | --- | --- | --- | --- | --- | --- | --- |
| CCCCCCn1c(N2CCN(c3cccc(Cl)c3)CC2)nc2c1c(=O)[nH]c(=O)n2C | -1 | 13 | -1 | 0.0 | -11 | 0 | 1 | -12 | -2 |
| Cc1ccc(S(=O)(=O)NCC2CCC(C(=O)NCc3ccc4c(c3)OCO4)CC2)cc1 (stereo unspecified) | 2 | 1 | -2 | -5.2 | -4 | 8 | -8 | 26 | -2 |
| Cc1onc(-c2ccccc2Cl)c1C(=O)N1CCCCC1 | -1 | 5 | 6 | 0.2 | -9 | 6 | 5 | -6 | -1 |
| O=C(CN1CCN(C2CCCCC2)CC1)Nc1ccccc1N1CCCCC1 | 3 | 4 | 6 | 0.4 | -10 | 1 | -3 | -26 | -5 |
| O=C(Nc1cc(S(=O)(=O)N2CCCCC2)ccc1Cl)c1ccncc1 | 2 | 2 | 2 | 2.6 | -1 | -3 | 4 | -5 | 6 |
| CCc1ccc(C2NC(c3ccc(CC)cc3)C([N+](=O)[O-])C(C)(C)C2[N+](=O)[O-])cc1 (stereo unspecified) | 0 | -5 | 2 | 0.9 | 3 | -3 | -3 | 17 | -1 |
| O=C(NNC1CC(=O)N(c2ccc(Br)cc2)C1=O)c1ccccn1 (stereo unspecified) | 2 | 4 | -1 | -2.7 | 2 | 9 | 1 | 30 | 0 |
| O=C(c1ccc([N+](=O)[O-])cc1)N(Cc1ccc(Br)cc1)N1C(=O)CCCC1=O | 2 | 6 | 3 | 59* | -4 | 4 | -5 | -4 | -2 |
| COc1ccccc1CNC(=O)COC(=O)c1cnccn1 | 1 | -2 | -4 | 5.3 | 3 | -4 | 3 | -48 | 0 |
| O=c1c(Sc2ccccc2)c(C(F)(F)F)[nH]n1-c1ccccc1 | 5 | 9 | 1 | 4.2 | 7 | 1 | 1 | 81* | 4 |
| CCn1c(SCC(=O)Nc2cccc(C)c2)nc2nc3c(cc2c1=O)COC(C)(C)C3 | 5 | -21 | 13 | -1.8 | 4 | 5 | -16 | 18 | -8 |
| COc1ccc(CNC(=O)c2oc3ccc(S(=O)(=O)N4CCOCC4)cc3c2C)cc1 | 20 | -8 | 12 | 2.9 | -2 | 3 | -11 | -16 | 7 |
| CCOc1ccc(OCCC(=O)OCC(=O)Nc2ccc(Cl)cn2)cc1 | 0 | 10 | 5 | -0.4 | -10 | 11 | 1 | 0 | -3 |
| COc1ccc(C=C2NC(=O)NC2=O)cc1O | 0 | -1 | nt | 0.8 | -3 | 2 | -4 | -22 | 2 |
| O=C1NC(=S)SC1=Cc1ccc2c(c1)OCO2 | 0 | -3 | nt | 1.3 | 1 | 19 | 7 | 4 | 4 |
| COc1cc(CN2CCNC(=O)C2CC(=O)N(C)Cc2ncc[nH]2)cc(OC)c1 (stereo unspecified) | 1 | -1 | 3 | 1.6 | -5 | -3 | 14 | -2 | -2 |
| FC(F)(F)c1cccc(NC(=S)Nc2cccc(NC(=S)Nc3cccc(C(F)(F)F)c3)n2)c1 | 2 | -8 | 2 | -1.1 | 5 | 4 | -6 | 1 | 4 |
| Clc1cccc(OCCCn2ccnc2)c1 | 1 | -2 | -1 | -1.1 | -1 | 2 | 0 | 4 | -8 |
| O=C(O)/C=C/C(=O)Nc1ccc(-c2ccccc2)cc1 | 0 | -1 | 0 | nt | 0 | 1 | 2 | nt | -2 |
| COc1ccccc1COCC(O)CNCCc1ccc(C(F)(F)F)cc1 (stereo unspecified) | 9 | -9 | -1 | -2.3 | 2 | 13 | -10 | -2 | 2 |
| CCOc1ccc(NS(=O)(=O)c2cc(C(=O)NCCCN3CCCC3=O)ccc2C)cc1 | -1 | -1 | -5 | -0.1 | 4 | -5 | 4 | 5 | -5 |
| O=C(CSc1oc(-c2cccs2)nc1S(=O)(=O)c1ccc(F)cc1)NCC1CCCO1 (stereo unspecified) | 3 | 4 | 7 | -2.3 | -9 | -2 | -1 | 8 | 2 |
| Cc1ccccc1NC(=S)NCc1ccco1 | 1 | -2 | -3 | -5.3 | -5 | -4 | 4 | -10 | -6 |
| CCOC(=O)CSc1nc(N2CCOCC2)c2c(c1C#N)CC(C)(C)OC2 | 5 | 1 | -1 | 0.0 | -12 | 2 | -1 | 4 | 0 |
| COc1ccc(NC(=O)C[C@@H]2C(=O)N(Cc3ccccc3)CC2(C)C)cc1 | 1 | 4 | nt | 12 | -13 | 2 | 2 | 3 | 2 |
| CC(C)CCNc1ncnc2c1nnn2Cc1ccccc1 | 1 | 3 | 1 | 2.1 | 6 | 16 | -3 | -23 | 0 |
| CC(C)Cn1c(N)c(C(=O)COC(=O)c2ccc3c(c2)OCCO3)c(=O)n(C)c1=O | 20 | -1 | 6 | 0.2 | 2 | 20 | -18 | -8 | 9 |
| O=C(Nc1cc(Cl)cc(Cl)c1)C1CC(=O)N(C2CCCC2)C1 (stereo unspecified) | 9 | 1 | 4 | -0.6 | -12 | 4 | -9 | -6 | 3 |
| Cc1ccccc1NS(=O)(=O)c1cccc2nonc12 | 1 | 4 | -1 | -2.4 | -4 | -4 | -2 | -2 | -3 |
| Cn1c(=O)c2c(ncn2CC(=O)OCC(=O)c2ccc(Cl)cc2)n(C)c1=O | 1 | -4 | -3 | 1.7 | 4 | -16 | 14 | -2 | 2 |
| COCCNC(=O)C1(C)CCCN(Cc2ccc(C)c3ccccc23)C1 (stereo unspecified) | 0 | 5 | nt | nt | -4 | 4 | -1 | nt | -2 |
| Cc1cc(C)nc(/N=C(\N)Nc2ccc(S(=O)(=O)O)cc2)n1 | 1 | -1 | nt | -1.1 | 9 | 8 | -2 | 1 | 0 |
| O=C(NCCCn1ccnc1)/C(=C\c1ccco1)NC(=O)c1ccco1 | 0 | -1 | 2 | 4.8 | 0 | 7 | -1 | 22 | -2 |
| Cc1cc(C)cc(OCC(=O)N2CCCCCC2)c1 | 0 | 3 | -6 | -0.8 | 2 | -2 | 0 | 11 | -1 |
| COc1ccc(CNS(=O)(=O)c2ccc(S(=O)(=O)NC3CC3)cc2)cc1 | 5 | 2 | -11 | -1.8 | -2 | 5 | -3 | 0 | 2 |
| CCCC(C(=O)O)N1C(=O)/C(=C/c2cccn2C)SC1=S (stereo unspecified) | 1 | -1 | 9 | 2.9 | 0 | 2 | -3 | 18 | -1 |
